Screening data as filed in PubChem.
SENP7 block: blocks the human protease SENP7 | recombinant SENP7, Z-RLRGG-aminoluciferin luminescence, 40 min | 330,000 tested, 1.5% active | inhibition, % at 5 µM;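 active means inhibition above about 50% at the single test dose, limit read from the data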;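 further: plate controls were DMSO with enzyme for no effect and no enzyme buffer wells for full effect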
Target sequence (Q9BQF6 706-1050 limits assumed): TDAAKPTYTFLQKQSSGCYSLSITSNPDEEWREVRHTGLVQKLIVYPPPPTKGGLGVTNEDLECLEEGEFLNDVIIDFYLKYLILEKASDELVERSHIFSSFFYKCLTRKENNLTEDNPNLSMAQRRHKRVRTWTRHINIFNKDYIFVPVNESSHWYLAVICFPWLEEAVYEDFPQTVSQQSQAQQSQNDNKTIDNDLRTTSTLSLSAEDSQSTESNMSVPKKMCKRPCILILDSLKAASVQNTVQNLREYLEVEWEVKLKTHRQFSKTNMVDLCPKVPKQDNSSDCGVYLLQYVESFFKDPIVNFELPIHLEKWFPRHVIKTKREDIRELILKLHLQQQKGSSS
SENP8 block: inhibitors of human SENP8 protease; 360,000 tested, 0.64% active; recombinant SENP8, Nedd8 substrate fluorescence; inhibition, % at 20 µM; in the data active means inhibition mostly above about 40%, no sharp cut-off; inactive means mostly below about 27%
Target sequence (Q96LD8 whole entry, looked up): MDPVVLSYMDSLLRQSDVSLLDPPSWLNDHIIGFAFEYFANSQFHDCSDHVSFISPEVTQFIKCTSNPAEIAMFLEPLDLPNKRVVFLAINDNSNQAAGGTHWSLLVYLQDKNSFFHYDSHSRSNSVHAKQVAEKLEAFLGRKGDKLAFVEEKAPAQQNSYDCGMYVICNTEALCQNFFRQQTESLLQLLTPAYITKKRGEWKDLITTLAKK
NR3A LBD binder: NR3A (human) ligand-binding domain modulation; NR3A LBD differential scanning fluorimetry, Tm shift; 0% = protein alone, 100% = glycine-bound protein; Tm shift relative to glycine control, % at 25 µM; 340,000 tested, 2.5% active; AID 1259313;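 active means melting temperature shift of at least 10% of the positive control shift, at one fixed dose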
MPTP inh: inhibitors of mitochondrial permeability transition pore; isolated mouse mitochondria, Ca2+ swelling absorbance, 30 min; inhibition, % at 10 µM; 360,000 tested, 1.4% active; AID 602449;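 active means inhibition of 50% or more, scaled per plate between neutral and stimulator controls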;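 further: 0% = DMSO wells given calcium and 100% = 1 mM EGTA wells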
ATG4B inhibitor: ATG4B (human) cysteine protease inhibition; ATG4B cleavage of LC3-PLA2, NBD-HPC fluorescence, 1 h; inhibition, % at 8.33 µM; 340,000 tested, 0.51% active; in the data active means inhibition above about 40%
HKDC1 inhibitor: inhibitors of human hexokinase HKDC1. recombinant HKDC1, G6PDH/diaphorase resazurin coupled fluorescence. 340,000 tested, 0.16% active. Q2TB90. inhibition, % at 20 µM;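 active means inhibition above about 35% when tested at 20 µM, limit read from the data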;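 further: plate controls were DMSO wells with enzyme for no effect and DMSO wells lacking enzyme for full effect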
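Test system: recombinant HKDC1 (HK5) hexokinase enzyme, produced in-house; Amount: enzyme 5 µg/mL final; Buffer or medium: Tris pH 8.0 buffer with MgCl2, Tween-20, BSA, BME; Reagent: glucose and ATP substrates; Doses: 20 µM test compound, 1% DMSO; Incubation: 90 min reaction incubation at room temperature, dark; Detection: resorufin fluorescence at 613 nm.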
PfGluPho inh: PfG6PD (Plasmodium falciparum) enzyme inhibition; inhibition, % at 20 µM; 350,000 tested, 0.78% active; PfGluPho enzyme, NADPH resazurin-diaphorase fluorescence; AID 504690;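 active means inhibition reaching at least a set limit at 20 µM in the primary screen, cut at about 59% in these data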;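 further: 0% = DMSO wells with substrate and 100% = DMSO wells lacking glucose-6-phosphate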
SENP6 inh: inhibitors of human SENP6 protease; Q9GZR1; Recombinant SENP6 catalytic domain, aminoluciferin luminescence; inhibition, % at 10 µM; 330,000 tested, 1.8% active; AID 2599;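 active means inhibition above about 50% at the single tested dose, limit read from the data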;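 further: plate controls were DMSO wells with enzyme for no effect and DMSO wells lacking enzyme for full effect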
Target sequence (Q9GZR1 628-1112 limits assumed): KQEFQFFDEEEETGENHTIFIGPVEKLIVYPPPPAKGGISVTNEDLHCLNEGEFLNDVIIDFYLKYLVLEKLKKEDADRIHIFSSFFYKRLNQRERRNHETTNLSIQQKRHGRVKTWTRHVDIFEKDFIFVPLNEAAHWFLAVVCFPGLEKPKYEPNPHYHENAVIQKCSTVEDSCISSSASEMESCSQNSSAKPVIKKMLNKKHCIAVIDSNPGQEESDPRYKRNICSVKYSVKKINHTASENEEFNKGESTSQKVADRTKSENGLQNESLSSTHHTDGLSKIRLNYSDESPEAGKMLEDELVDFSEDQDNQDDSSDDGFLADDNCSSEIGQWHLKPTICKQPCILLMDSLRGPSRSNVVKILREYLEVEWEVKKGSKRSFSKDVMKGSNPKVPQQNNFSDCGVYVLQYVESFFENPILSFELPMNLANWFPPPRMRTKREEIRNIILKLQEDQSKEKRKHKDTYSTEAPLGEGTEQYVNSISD
* marks the source's active call; other numbers are inactive results; / = no result given.

SENP7 block	SENP8 block	NR3A LBD binder	MPTP inh	ATG4B inhibitor	HKDC1 inhibitor	PfGluPho inh	SENP6 inh	compound
0	9	0	0.1	-5	0	14	-19	COc1cccc2cc(CC(=O)c3cc(C)ccc3C)c(=O)oc12
1	10	-1	0.7	-13	16	3	-17	CCc1ccc2oc(C(=O)NCc3ccc(S(N)(=O)=O)cc3)c(C)c2c1
12	10	-2	2.5	-16	-4	-3	2	COc1ccc(Cl)cc1NC(=O)CSc1nc(C)cc(C)n1
/	30	0	-1.2	-7	-7	4	/	NC(=N\N=Cc1ccco1)/C(N)=N/N=Cc1ccco1
83*	18	-3	-1.7	-6	1	-25	95*	O=C(Nc1ccc(O)cc1C(=O)O)c1cccc(Br)c1
-2	20	-1	2.6	-7	-6	-19	-8	CC(C)CSc1nnc2[nH]c(=O)cc(N)n12
-12	0	0	0.4	2	-6	-2	5	Cc1nc2ccccn2c1C(=O)NNC(=O)Nc1ccccc1
3	20	-14	31	-8	5	18	-9	COc1ccc(-c2cc(C3CCN(c4cc(Cl)nc(N)n4)CC3)[nH]n2)cc1
4	14	-2	0.0	-7	-10	-8	-14	Nc1ncnc(NCc2ccc(F)cc2)c1[N+](=O)[O-]
-1	-236	-5	3.5	-8	-5	-10	10	N#Cc1cnn2c1nc(N1CCCCC1)c1ccccc12
100*	23	/	3.2	-6	-2	2	97*	COc1ccc(C(=O)O/N=C(\N)c2ccccc2)cc1
2	18	0	0.1	-8	-8	-1	9	COc1ccc(N2CC(C(=O)Nc3cc(C)ccn3)CC2=O)cc1 (configuration not stated)
1	16	-8	-1.0	-11	0	-6	34	Cc1noc(C)c1S(=O)(=O)Nc1ccc(C(=O)N2CCN(c3ccc(Cl)cc3)CC2)cc1
-2	39	0	3.3	-13	-5	-1	-17	Cc1nnn(C23C[C@@H]4C[C@@H](CC(C(=O)N5CCN(c6ccccc6)CC5)(C4)C2)C3)n1
9	-450	-6	-11	9	7	-11	-24	O=C(O)c1ccc(N/N=C/c2cn(-c3ccccc3)nc2-c2cccs2)cc1
-4	9	-2	1.5	21	-1	4	-2	CCCNCc1cc(OC)c(OCc2ccccc2)cc1Br
1	18	0	0.1	-5	2	-10	-9	Cc1nn(-c2ccccc2)c2sc(C(=O)O)cc12
1	9	-2	-3.6	1	4	-2	10	COc1ccc(N(CC(=O)N2CCc3ccccc3C2)S(=O)(=O)c2c(C)nn(C)c2C)cc1
3	1	1	1.7	-18	-5	4	4	CCN(CC)CCCNC(=O)c1[nH]c(C)c(C(=O)NC2CCCCC2)c1C
-11	16	1	-18	0	13	-6	-4	COc1ccc(C(=O)CSc2nnc(CN3CCCCC3)n2-c2ccc(F)cc2)cc1OC
0	18	-1	1.0	-5	3	27	-34	COc1ccccc1-n1nnnc1SCC(=O)Nc1ccc(C)c(N)c1
-3	8	0	-0.2	-3	-4	-24	-38	C=CCn1c(=O)c2ccccc2n2c(SCC(=O)NC)nnc12
-5	-1	0	-0.7	-3	0	-11	3	O=C(O)Cc1csc(-c2ccccc2)n1
-5	0	1	-1.9	1	0	-1	2	O=C(Nc1ccc(C(=O)NC2CCCCC2)cc1)c1cccnc1
-1	8	-7	2.3	10	-4	34	-8	CCCCNC(=S)N(C)/N=C/c1ccc(F)cc1
4	1	0	0.2	-5	1	-2	-24	Cc1ccc(S(=O)(=O)N2CCOCC2)cc1C(=O)OCC(=O)NCc1ccccc1
-5	-22	-1	-2.7	-13	-6	-6	7	CCOC(=O)c1c(C)[nH]c(C(=O)N/N=C/c2ccc(OC)c(OC)c2)c1C
10	20	-1	1.9	1	-8	3	1	O=S(=O)(c1cc(Cl)ccc1Cl)N1CCNCC1
0	-2	1	2.7	-3	-6	-10	1	Cc1cc(=O)n2nc(N3CCC(C(=O)Nc4cccc(Cl)c4C)CC3)sc2n1
1	0	0	-2.2	1	-3	13	5	CCN(Cc1ccccc1)S(=O)(=O)c1c(C)[nH]c(C)c1C(=O)N1CCCCC1
2	13	1	2.2	-11	-6	-5	-2	Cc1cc(NC(=O)CSc2nnc(-c3ccccc3)c(-c3ccccc3)n2)no1
-5	18	-2	-1.0	9	-9	-8	-9	O=C(Nc1ccon1)c1cccc(C(F)(F)F)c1
-4	10	0	-0.7	-2	7	6	7	COc1ccc(C(=O)Nc2ccc(N3CCOCC3)cc2)cc1S(=O)(=O)N1CCCC1
-4	13	3	-0.7	5	-2	4	-32	CCOC(=O)c1c(C)c(C(=O)O)n(C)c1C
6	4	-1	0.0	-1	-3	4	4	O=C(NC1CCCN(Cc2ccc(Cl)cc2)C1)c1ccnc(Cl)c1 (configuration not stated)
14	28	-1	-0.8	-3	-3	-11	-17	Cc1ccc(C2CC(C(F)(F)F)n3nc(C(=O)NCCN4CCOCC4)cc3N2)cc1 (configuration not stated)
-1	34	-4	2.2	-1	-5	3	-16	COc1cc(CNc2nc3ccccc3n2C)cc(OC)c1OC
3	28	2	1.5	-6	-1	67*	-10	OCc1ccccc1SSc1ccccc1CO
3	-18	-1	0.5	1	-4	5	4	CCNC(=O)/C=C1\NC(C)(C)Cc2c1ccc1ccccc21
7	-60	-3	-0.6	-3	1	-8	-7	CC1CCCC(NC(=O)CSc2ncnc3ccccc23)C1C (configuration not stated)
13	-2	0	-1.2	9	-6	-11	17	O=C(COc1ccc2c(c1)OCO2)Nc1ccc(Cl)cn1
0	4	1	-4.0	2	-5	8	-1	COc1ccc2c(C)cc3nnnn3c2c1
2	9	18*	85*	29	-4	21	6	O=S(=O)(c1ccc(Cl)cc1)N1CCN(C(=S)Nc2ccc(F)c(Cl)c2)CC1
-4	8	2	84*	-3	-4	3	-30	Cc1noc(-c2ccccc2)c1NC(=O)Nc1ccc(Cl)cc1
6	4	-2	0.4	-3	-5	-10	-5	COC(=O)c1ccc(COC(=O)C2CCN(S(=O)(=O)c3ccc(C)c(C)c3)CC2)o1
4	8	2	-0.3	-6	-1	8	4	Cc1ccc(NS(=O)(=O)c2ccc(Cl)nc2)c(C)c1
7	8	2	-2.6	-7	-2	20	-1	COc1ccc(OCc2nnc3n2N=C(c2ccc(C)cc2)CS3)cc1
5	-185	-4	-0.2	3	-25	-40	3	COc1ccccc1NS(=O)(=O)c1cccc(C(=O)N/N=C/c2c(CO)cnc(C)c2O)c1
-5	-2	-1	1.6	-5	-2	-3	-4	COc1ccc(Cc2nc3ccc(C(=O)NCc4cc(C)no4)cc3o2)cc1
4	14	0	7.0	-15	-3	17	-7	CCN(CC)S(=O)(=O)c1ccc(N2CCOCC2)c(NS(=O)(=O)c2cc(C(C)(C)C)ccc2C)c1

Continued; it opens with the three that closed the last part.
SENP7 block	SENP8 block	NR3A LBD binder	MPTP inh	ATG4B inhibitor	HKDC1 inhibitor	PfGluPho inh	SENP6 inh	compound
5	-185	-4	-0.2	3	-25	-40	3	COc1ccccc1NS(=O)(=O)c1cccc(C(=O)N/N=C/c2c(CO)cnc(C)c2O)c1
-5	-2	-1	1.6	-5	-2	-3	-4	COc1ccc(Cc2nc3ccc(C(=O)NCc4cc(C)no4)cc3o2)cc1
4	14	0	7.0	-15	-3	17	-7	CCN(CC)S(=O)(=O)c1ccc(N2CCOCC2)c(NS(=O)(=O)c2cc(C(C)(C)C)ccc2C)c1
1	13	0	1.2	18	-10	-5	-18	CCC(CC)=NNC(=O)c1ccccc1OCc1ccc(F)cc1
-7	-399	2	0.3	1	-8	0	10	O=C(COC(=O)c1cc(S(=O)(=O)N2CCCC2)ccc1O)NCc1ccccc1
-10	10	-1	-0.5	-6	4	0	-42	CC1CCCC(C)N1C(=O)c1ccc2c(c1)S(=O)(=O)c1ccccc1C2=O (configuration not stated)
-5	9	3	0.8	-6	-6	-3	-11	COC(=O)c1cccc(NC(=O)/C(=C\c2ccccc2)NC(=O)c2ccccc2Cl)c1
-3	-8	2	-2.6	4	6	-7	-14	Cc1ccc(C)c(OCCC(=O)Nc2ccccc2C(=O)NC2CC2)c1
3	0	2	-4.1	-9	0	23	-8	O=C(CSCc1ccc(Cl)cc1)NCc1ccc2c(c1)OCO2
-4	-189	-1	2.3	-18	0	23	-9	COc1cc(-c2nc(C(=O)NC3CCCCC3)cc3c2[nH]c2ccccc23)cc(OC)c1OC
4	22	-1	-0.2	1	-8	9	8	Cc1cccc(C(=O)NCCCN(C)CCCNC(=O)c2cccc(C)c2)c1
2	-10	0	2.7	-5	8	1	5	O=C(Nc1cccc(C(F)(F)F)c1)c1cc(S(=O)(=O)N2CCCCC2)ccc1N1CCOCC1
-6	-471	-1	0.0	-4	-2	18	0	COc1ccc2c(-c3cnc(N4CCOCC4)nc3)c(-c3ccc(S(C)(=O)=O)cc3)sc2c1
/	15	1	-1.4	10	-5	5	/	COc1ccc(C2CC23N=C(c2ccccc2)OC3=O)cc1 (configuration not stated)
2	-82	5	11	-5	-7	4	-21	Cc1cc(NC(=O)/C(C#N)=C/c2ccc(-c3cccc(C(F)(F)F)c3)o2)n(-c2ccccc2)n1
0	-21	-1	-1.2	-9	-5	7	17	Cc1ccc2c(=O)c(C(=O)c3ccc(F)cc3)cn(CC(=O)NCc3ccco3)c2n1
-3	-69	-1	-0.9	8	-4	-6	-17	N#Cc1ccc[n+](CC(=O)c2ccc(NC(=O)c3ccccc3)cc2)c1
-10	1	0	-0.5	2	-2	-23	-4	CCCc1cc(=O)[nH]c(SCC(=O)N2CCc3ccccc32)n1
0	-141	0	6.7	-24	-6	-10	-3	COc1ccc(CNC(=O)/C(C#N)=C2\N=C(NC(=O)c3cccs3)c3ccccc32)cc1
8	12	-1	-0.1	2	-8	-27	0	CC(=O)Nc1ccc(N2CCCCC2)cc1
-4	-6	-2	-1.0	9	-9	4	7	Cc1cc(C(F)(F)F)nc(CCNCc2c(C(=O)N3CCCC3)nc3ccccn23)n1
3	-31	-4	-1.2	-2	-6	-2	4	CC(=O)c1cc2ccccc2oc1=O
6	-18	0	-2.7	-11	-6	3	-10	Cc1nc(-c2ccccc2)ccc1C(=O)O
6	4	1	-0.4	-1	-4	3	2	COc1cccc(C(=O)NCCS(=O)(=O)N2CC(C)CC(C)C2)c1 (configuration not stated)
-6	26	-7	8.6	-1	4	1	1	O=C(COC(=O)CCCSc1nc2ccccc2[nH]1)Nc1ccc(Oc2ccccc2)cc1
-6	25	-2	-3.3	4	-4	1	6	CS(=O)(=O)c1ccc(-c2nnn(CC(N)=O)n2)cc1
1	16	-4	-1.7	5	-5	-13	-9	O=C1NC(=O)C(CC(=O)N(c2ccccc2)C2(C(=O)NC3CCCC3)CCCCC2)N1 (configuration not stated)
4	0	-2	-0.4	-7	-5	14	-8	Cc1nc2ccc(S(=O)(=O)NC(C(=O)NCc3ccco3)C(C)C)cc2s1 (configuration not stated)
-3	-10	0	0.6	-6	18	11	-29	CCCCn1c(-c2csc(CC)c2)n[nH]c1=S
8	17	0	0.1	-1	12	4	0	Cc1cc(C(=O)CN2CCC(C)CC2)c(C)n1-c1ccc(F)cc1
-1	4	0	-0.6	24	-6	-1	-12	CCOC(=O)C1CCN(C(=O)Cc2ccccc2OC)CC1
-6	11	-1	-1.6	0	-2	3	-7	COC(=O)c1ccc(CSCC(=O)Nc2cc(OC)cc(OC)c2)o1
-3	24	0	-1.6	1	-4	-22	-13	Cc1ccccc1NC(=O)CN1C(=O)NC2(CCCCC2)C1=O
6	8	0	-1.8	-2	16	-12	-9	C/C(=N\N=C1\NC(=O)CS1)c1cccs1
5	19	0	-0.5	-5	-11	-2	-12	Cc1cccc(Oc2ncnc(N)c2[N+](=O)[O-])c1C
-12	7	-2	-2.2	3	-9	0	-4	CCN(CC(=O)Nc1ccccc1C(F)(F)F)C(=O)C1=COCCO1
2	16	/	3.0	-9	12	15	-3	Cc1cccc(NC(=S)N2CCC(c3nc4ccccc4s3)CC2)c1

Not a hit list. About 6.9% of those tested had a hit in this group.
